Screens (PubChem BioAssay)
Epigenetic derep = regulators of epigenetic silencing causing reporter derepression in mouse cells | murine LDR cells, GFP reporter derepression, 30 h | Potency, µM (highest dose often 53.9 µM), without a hit: at the top dose GFP activation, usual class: activators | 280,000 compounds, 0.2% hits | AID 1865; further: % of control where 0% means no effect; nearly all actives have a fitted effect of over 60% in size
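Reporter derepression read as number of fluorescent GFP-positive objects, 20-120 um in size, counted by laser-scanning cytometer. Mouse LDR line with an epigenetically silenced CMV-GFP locus; compound incubation 30 h, 37 C.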
Tau fluor cs = counter-screen for tau fibril formation inhibitors. tau K18 P301L (four-repeat tau fragment) Alexa594 fluorescence, heparin fibrillization. Potency, µM (titrated, usually from 57.7 µM), inactives show at the top dose activity change, negative = decrease. 280,000 compounds, 0.93% hits. AID 1463; further: on the % scale 0 is the no-effect control and ±100 the full control effect; nearly all actives have a fitted effect of over 55% in size
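Human K18 P301L tau (15 uM unlabeled plus 0.24 uM Alexa 594-labeled, final) in 100 mM sodium acetate pH 7 was mixed with compound and 20 uM heparin and incubated 6 hr at 37 C.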
The depositor's hits bear a star; u = inconclusive; [ ] = another dose, or the depositor's remark. The call rests on the fitted dose curve; in most records, active means well fitted curve in the direction sought with a large enough effect; inconclusive means small, poorly fitted or top-dose-only effect, or another doubt; inactive means no such curve, though single readings can be large; an effect the other way counts as inactive or inconclusive. Potency means the concentration at half of the fitted maximal effect. Some of the compounds tested; count on the stated rates, not on these rows.

SMILES	Epigenetic derep	Tau fluor cs
COc1cccc(N2C(=O)CSC23C(=O)N(CC(=O)Nc2cccc(Cl)c2)c2ccccc23)c1 (centres undefined)	-0.4%	u
CCOC(=O)c1ccc2c(c1)N(CC(=O)Nc1ccc(C)cc1C)C(=O)c1ccccc1S2	15%	4%
CCC(=O)N1c2ccccc2CC1C(=O)NCc1ccccc1Cl (centres undefined)	-4.0%	3%
Cc1cccc(NC(=O)c2ccc(Cn3nc(N4CCN(c5ccccc5)CC4)ccc3=O)o2)c1C	-1.8%	-28%
COc1ccc(OC)c(NC(=O)C(NS(=O)(=O)c2ccc3c(c2)CCCC(=O)N3)C(C)C)c1 (centres undefined)	-3.5%	-18%
CCc1ccccc1-n1nnc(-c2nsc(NC(=O)c3ccc(C)c(C)c3)n2)c1C	1.0%	-11%
Cc1ccc(Cl)c2sc(NC(=O)CS(=O)(=O)c3ccc(Cl)cc3)nc12	3.4%	u
O=C(CCS(=O)(=O)c1ccccc1)N(Cc1cccnc1)c1nc2c(Cl)cccc2s1	2.6%	-9%
Cc1ccc(NC(=O)c2c(C)oc3c2C2=NCCN2C=N3)cc1F	2.9%	-15%
COc1ccc(Cl)cc1NC(=O)C1CCCN(c2ncnc3onc(C)c23)C1 (centres undefined)	-1.3%	-9%
CCOC(=O)c1cccc(NS(=O)(=O)c2ccc(-c3coc(C)n3)cc2)c1	0.0%	u
CCC(Sc1nc2ccccc2c2nc(CCn3c(C)nc4ccccc43)nn12)C(=O)Nc1ccc(F)cc1 (centres undefined)	1.3%	-17%
COc1cccc(Nc2ccc3cc(S(=O)(=O)N4CCC(C)CC4)ccc3n2)c1	-3.1%	5µM*[quencher]
Cc1ccc(C2=NN(CC(=O)NCCc3ccc(Cl)cc3)C(=O)CC2)cc1	0.6%	-9%
Cc1nc(-c2ccccc2)sc1CCNS(=O)(=O)c1ccc(Br)cc1	0.0%	-27%

Record cards, from the list above. Order of screens: Epigenetic derep | Tau fluor cs
`COc1ccc(Cl)cc1NC(=O)C1CCCN(c2ncnc3onc(C)c23)C1` (centres undefined) is listed as -1.3% | -9%
`CCc1ccccc1-n1nnc(-c2nsc(NC(=O)c3ccc(C)c(C)c3)n2)c1C` is listed as 1.0% | -11%

Other entries follow:
SMILES	Epigenetic derep	Tau fluor cs
Cc1ccc(CN2CCN(C3CCN(C(=O)c4ccccc4)CC3)C(=O)C2=O)cc1	-2.6%	0%
Cc1ccc2c(c1)c1c(c(=O)n(-c3ccccc3)c(=O)n1CC(=O)NCCC1=CCCCC1)n2C	-0.8%	4%
CC(C)(C)OC(=O)N1CCC(c2c(C(=O)Nc3ccc4c(c3)OCCO4)cnn2-c2ccccc2)CC1	-1.3%	u
Cc1ccc(NC(=O)CSc2nc3ccccc3c3nc(CCc4c(C)n[nH]c4C)nn23)c(C)c1	-1.3%	3%
Cc1ccc(NC(=O)CN2CCN(S(=O)(=O)c3ccc(C(C)C)cc3)CC2)cc1F	-1.1%	-25%
CSc1ccc(CNC(=O)c2sc3ncnc(N(C)C4CCCCC4)c3c2C)cc1	-1.3%	-29%
COc1ccc(NC(=O)C2Cc3ccccc3N2C(=O)c2ccccc2)c(OC)c1 (centres undefined)	-4.6%	-11%
COc1ccc(OC)c2sc(N3CCN(C(=O)c4ccc5c(c4)CCCC5)CC3)nc12	8.2%	-20%
COc1cccc(Cn2c(SCC(=O)N(C)c3ccccc3)nc3ccccc32)c1	-1.4%	-11%
CCn1ccc2cc(S(=O)(=O)N3CCC(C(=O)NCc4ccc(OC)cc4)CC3)ccc21	-0.9%	-12%
Cc1ccc(-n2ncc(C(=O)NCCN3CCc4ccccc4C3)c2C2CCN(C(=O)OC(C)(C)C)CC2)cc1C	-1.3%	-13%
COc1ccc(CNC(=O)C(=O)NCC(c2cccs2)S(=O)(=O)c2ccc(C)cc2)cc1 (centres undefined)	15%	-7%
O=C(CN1CCCN(Cc2ccccc2F)S1(=O)=O)Nc1ccc(F)c(Cl)c1	-0.8%	u
Cc1ccc(C)c(Cn2c(=O)cc(C)c3c(C)nn(-c4cccc(F)c4)c32)c1	0.8%	-16%
COc1ccc(-n2nc3c(c2NC(=O)C(=O)NCc2ccccc2)CSC3)cc1	1.1%	-6%

Copied from the list.
COc1cccc(Nc2ccc3cc(S(=O)(=O)N4CCC(C)CC4)ccc3n2)c1 | Epigenetic derep = -3.1%
COc1ccc(OC)c2sc(N3CCN(C(=O)c4ccc5c(c4)CCCC5)CC3)nc12 | Epigenetic derep = 8.2%
COc1cccc(N2C(=O)CSC23C(=O)N(CC(=O)Nc2cccc(Cl)c2)c2ccccc23)c1 (centres undefined) | Epigenetic derep = -0.4%
CC(C)(C)OC(=O)N1CCC(c2c(C(=O)Nc3ccc4c(c3)OCCO4)cnn2-c2ccccc2)CC1 | Epigenetic derep = -1.3%
CCn1ccc2cc(S(=O)(=O)N3CCC(C(=O)NCc4ccc(OC)cc4)CC3)ccc21 | Epigenetic derep = -0.9%

Going on with the list.
SMILES	Epigenetic derep	Tau fluor cs
COc1ccc(C)cc1NC(=O)c1ccc2nc(Cc3ccccc3)oc2c1	-1.7%	-28%
O=C(Cn1nc(-c2ccccc2)c2cnc3ccc(F)cc3c21)NC1CCCC1	1.1%	12%
CC1CCN(C(=O)c2cnn(-c3cccc(Cl)c3)c2C2CCN(C(=O)OC(C)(C)C)CC2)CC1	-1.3%	-15%
CCc1nnc2c3ccccc3nc(N3CCN(c4cc(C)ccc4C)CC3)n12	-1.3%	-11%
Cc1c(Cl)cccc1NC(=O)Cn1c(=O)nc(-c2ccccc2)c2ccccc21	-5.5%	16%
CCOc1ccccc1NC(=O)C1CCN(S(=O)(=O)c2ccc(Br)cc2)CC1	-1.1%	-2%
COc1ccc(-n2c(=O)c3c(c4cc(OC)ccc4n3C)n(Cc3ccc(F)cc3Cl)c2=O)cc1	1.4%	4%
COc1cccc(/C=C/c2onc(C)c2S(=O)(=O)N2CCC(C(=O)N3CCC(C)CC3)CC2)c1	-1.1%	-10%
O=C(Cc1ccccc1)N(Cc1cccnc1)c1nc2c(F)cc(F)cc2s1	1.9%	-24%
Cc1ccc(NS(=O)(=O)c2ccc(-n3cccn3)cc2)c(Br)c1	2.9%	-14%
CC(=O)Nc1ccc(C(=O)Nc2ccc3c(c2)N(C2CCCC2)C(=O)c2ccccc2S3)cc1	-1.3%	u
Cc1nc2ccn(Cc3cccs3)c(=O)c2cc1C(=O)N1CCN(c2ccccc2F)CC1	0.0%	-5%
Cc1nn(-c2ccc(N3CCOCC3)nn2)c(C)c1CCC(=O)NCc1ccc(Cl)cc1	6.3%	6%
Cc1cccc(-n2ncc3c(Nc4ccc(Oc5ccc(Cl)cc5)cc4)ncnc32)c1	0.2%	4µM*[quencher]
CCOc1ccc(CCNC(=O)c2ccc(-c3nc(CSc4ccc(C)cc4)c(C)o3)cc2)cc1	0.7%	1%
COc1ccccc1Nc1ncnc2scc(-c3ccc(F)cc3)c12	-5.3%	-14%
Cc1ccc(Cl)cc1NC(c1ccc(F)cc1)c1nnc(-c2ccccc2)o1 (centres undefined)	1.5%	-21%
O=C(Nc1ccc(Cl)cc1)c1cc(S(=O)(=O)N2CCCc3ccccc32)ccc1F	-6.1%	-22%
O=C1CCCc2cc(S(=O)(=O)NCC3CCC(C(=O)Nc4ccccc4F)CC3)ccc2N1 (centres undefined)	0.7%	-7%
O=C(Nc1ccc(F)c(Cl)c1)C1CCN(S(=O)(=O)c2ccc3c(c2)CCCN3C(=O)C2CCC2)CC1	0.0%	u
COc1ccc(C(=O)CN2C(=O)N(c3ccc(C(C)=O)cc3)S(=O)(=O)c3ccccc32)cc1	-1.3%	-11%
CCCCc1nn2c(=O)cc(COC(=O)CNC(=O)c3ccccc3C)nc2s1	-2.4%	-6%
COc1ccc(OC)c(NC(=O)c2c(NCc3cccs3)sc3c2CCCCC3)c1	-1.1%	u
CCOc1ccc(-c2cc(C(=O)NCc3ccccc3Cl)c3ccccc3n2)cc1	u	-17%
CCOc1ccc(CNC(=O)c2cc3ccccn3n2)cc1	2.8%	-7%
O=C(NCCS(=O)(=O)N1CCN(c2ccc(F)cc2)CC1)c1ccccc1Br	0.0%	-8%
Cc1oc2ncn(C)c(=O)c2c1C(=O)N1CCN(c2ccc(Cl)cc2)CC1	-0.4%	-6%
Cc1cccc(CNC(=O)c2cnc3sc(N4CCCCCC4)nn3c2=O)c1	0.0%	-13%
COC(=O)c1sccc1S(=O)(=O)N(CC(=O)Nc1cc(F)ccc1F)c1ccc(C)c(C)c1	1.5%	u
COc1cccc(C(=O)NCC(=O)OCc2cc(=O)n3nc(C)sc3n2)c1	6.3%	-10%
Cc1ccc(S(=O)(=O)CCC(=O)N2CCN(c3nc4c(C)c(C)ccc4s3)CC2)cc1	11%	-13%
COC(=O)c1sc2cccc(F)c2c1S(=O)(=O)Nc1cc(OC)cc(OC)c1	1.5%	-24%
O=C1c2oc3ccccc3c(=O)c2C(c2cccc(Br)c2)N1c1ccccn1 (centres undefined)	0.0%	-7%
CCc1ccc(CNC(=O)C2CCN(c3nnc(C)c4c(C)n(-c5ccc(C)cc5)nc34)CC2)cc1	-2.2%	-3%
O=C(c1cnn(-c2ccc(F)cc2)c1-n1cccc1)N1CCN(c2ccccc2)CC1	-1.6%	-7%
CCOc1ccc(OCC)c(NS(=O)(=O)c2ccc(-c3coc(C)n3)cc2)c1	1.4%	u
CCOCCc1nn2c(=O)cc(COC(=O)c3ccccc3NC(=O)c3ccc(C)cc3)nc2s1	-0.8%	6%
COc1ccc(CNC(=O)Cn2c(=O)ccc3cc(S(=O)(=O)N4CCCC4)ccc32)cc1	1.4%	-2%
COc1ccc(-c2cnc(C)o2)cc1S(=O)(=O)Nc1c(C)cc(C)cc1C	-2.8%	-7%
CCOC(=O)CCNC(=O)N1CCN(S(=O)(=O)c2ccc3c(ccn3C)c2)CC1	-1.7%	-3%
O=c1nc2c(-c3ccc(F)cc3Cl)n[nH]n2c2ccccc12	0.0%	-11%
CSCCC(NS(=O)(=O)c1ccc2c(c1)oc(=O)n2C)C(=O)N1CCN(c2cccc(Cl)c2)CC1 (centres undefined)	-1.1%	-22%
CCn1ccc2cc(S(=O)(=O)N3CCC(C(=O)NCc4cccc(Cl)c4)CC3)ccc21	4.2%	-16%
Cc1nc2ccn(Cc3ccccc3)c(=O)c2cc1C(=O)NCc1ccccc1F	0.0%	-9%
COc1ccc([N+](=O)[O-])cc1NC(c1nnc(-c2ccccc2)o1)c1ccccc1F (centres undefined)	0.0%	u

The closing 5 compounds of the section above open the next one:
SMILES	Epigenetic derep	Tau fluor cs
O=c1nc2c(-c3ccc(F)cc3Cl)n[nH]n2c2ccccc12	0.0%	-11%
CSCCC(NS(=O)(=O)c1ccc2c(c1)oc(=O)n2C)C(=O)N1CCN(c2cccc(Cl)c2)CC1 (centres undefined)	-1.1%	-22%
CCn1ccc2cc(S(=O)(=O)N3CCC(C(=O)NCc4cccc(Cl)c4)CC3)ccc21	4.2%	-16%
Cc1nc2ccn(Cc3ccccc3)c(=O)c2cc1C(=O)NCc1ccccc1F	0.0%	-9%
COc1ccc([N+](=O)[O-])cc1NC(c1nnc(-c2ccccc2)o1)c1ccccc1F (centres undefined)	0.0%	u
Cc1ccc(NC(=O)c2cc(S(=O)(=O)N(C)C3CCCCC3)ccc2F)cc1C	2.7%	-23%
CCOC(=O)Cn1c(=O)n(-c2ccccc2OC)c2nc(-c3cccc(F)c3)nc(C(N)=O)c21	-0.9%	u
NC(=O)c1cc(S(=O)(=O)N2CCN(c3ccc(F)cc3)CC2)cs1	-2.6%	5%
COc1ccc(CNC(=O)c2cc3cccc4c3n2CC(C)S4)cc1OC (centres undefined)	-2.8%	u
CCOc1cc(CNC(=O)C(NS(=O)(=O)c2cccs2)C(C)C)cc(OCC)c1OCC (centres undefined)	-2.6%	9%
O=C(NCCc1csc(-c2ccc(C(F)(F)F)cc2)n1)C(=O)Nc1cc(F)ccc1F	0.0%	-12%
CCCNC(=O)Cn1nc(-c2ccc(C)cc2)c2cnc3ccc(CC)cc3c21	0.0%	-14%
COc1ccc(OCC(=O)NCc2ccc3c(c2)CCN3C(=O)c2ccccc2)cc1	-0.2%	-9%
CCn1nnc2cc(C(=O)Nc3cccc(C)c3C)ccc21	5.0%	-5%
COc1ccc2c(c1)c1c(c(=O)n(-c3ccccc3C)c(=O)n1Cc1ccccc1C)n2C	-1.7%	-4%
COc1ccccc1CNC(=O)c1ccc2c(c1)nnn2C1CCCC1	-0.1%	-10%
Cc1ccc(NC(=O)Cn2nc3c(cc2=O)CCCC3)cc1Cl	0.0%	-10%
Cc1ccc(-c2onc(C)c2C)cc1S(=O)(=O)NCc1cccs1	5.0%	-18%
CCc1ccc(OCc2nc(-c3ccc(OC)cc3)no2)c(Br)c1	1.7%	-14%
COc1ccc(-c2onc(C)c2C)cc1S(=O)(=O)NCCc1ccccc1	-4.7%	-26%
CCc1ccc(CNC(=O)c2sc3ncccc3c2-n2c(C)ccc2C)cc1	-1.7%	-2%
Cc1ccc(CNC(=O)Cn2nc(N3CCN(c4ccccc4)CC3)ccc2=O)cc1	-1.5%	-20%
COc1ccc(OC)c(S(=O)(=O)NCc2cccn2Cc2cccc(C)c2)c1	-4.3%	-22%
CC(C)(C)c1ccc(C(=O)NC(Cc2c[nH]c3ccccc23)C(=O)OCC(=O)c2ccc(Cl)cc2)cc1 (centres undefined)	-1.1%	u
Cc1ccc(S(=O)(=O)C(CNC(=O)C(=O)NCCc2ccccc2)c2cccs2)cc1 (centres undefined)	14%	-14%
COc1ccc(NC(=O)c2ccc(-c3nc(CSc4ccc(C)cc4)c(C)o3)cc2)cc1Cl	-2.2%	-25%
